High-throughput results from PubChem BioAssay.
TNAP activators: human TNAP enzyme activators, primary screen, biochemical, luminescent, no phosphate acceptor, uHTS (AID 1001) | purified TNAP, luminescent activation assay, no phosphate acceptor; higher activation fold means a stronger effect | one-dose activation fold at 20 µM; EC50 in µM for titrated hits | hit rate 0.03% among 200,000; in the data active means activation fold from about 3, or a potency from the dose series; inactive means the rest, 99 in 100 with activation fold below about 1.6; further: many of its hits are not listed in these tables
NTR1 ag: agonists of NTR1, primary screen, imaging, U2OS cells, beta-arrestin-GFP, high content (AID 493036); NTR1-U2OS beta-arrestin-GFP spot imaging, agonist mode; activation, % at 20 µM; hit rate 0.17% among 330,000;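 active means activation at or above 40% of the spot to cytoplasm intensity ratio, with at least 20 cells analyzed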;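 further: 0% = DMSO without peptide and 100% = 100 nM NTR1 peptide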
Target sequence (P30989 whole entry, looked up): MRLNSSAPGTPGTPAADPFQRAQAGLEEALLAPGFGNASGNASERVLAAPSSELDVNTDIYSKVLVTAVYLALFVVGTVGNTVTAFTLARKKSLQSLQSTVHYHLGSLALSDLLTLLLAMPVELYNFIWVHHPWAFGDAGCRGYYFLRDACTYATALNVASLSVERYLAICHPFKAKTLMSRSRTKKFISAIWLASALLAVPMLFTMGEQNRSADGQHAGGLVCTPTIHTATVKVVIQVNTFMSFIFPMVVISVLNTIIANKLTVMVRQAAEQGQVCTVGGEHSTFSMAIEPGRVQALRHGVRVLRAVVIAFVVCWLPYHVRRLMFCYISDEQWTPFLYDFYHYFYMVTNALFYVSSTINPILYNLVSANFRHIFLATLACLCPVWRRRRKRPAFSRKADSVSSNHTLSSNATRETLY
KOR beta-arrestin-1: KOR antagonists, beta-arrestin recruitment, cell-based, luminescence, uHTS (AID 1778) | KOR beta-arrestin recruitment, luminescence, antagonist mode; higher % means a stronger effect | inhibition, % at 10 µM, or IC50 in µM where a hit was titrated | hit rate 0.091% among 290,000; further: strong numbers were not always called active
ER stress rescue: protection against thapsigargin-triggered cell killing – 384-well, CSM14.1, ATP luminescence, primary screen (AID 1222) | cellular ATP content (survival), % at 20 µM, or EC50 in µM where a hit was titrated | 190,000 tested, under 10 active | CSM14.1 thapsigargin-induced death rescue, ATP luminescence; higher % means a stronger effect;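 active means EC50 below 50 µM in the dose-response confirmation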;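 further: death triggered by thapsigargin at about 15 µM added after 2 h compound pretreatment; cell ATP read after overnight thapsigargin exposure of roughly 18 to 22 hours; normalized against plate controls of thapsigargin alone and 5% DMSO vehicle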
KOR beta-arrestin-2: KOR agonists, beta-arrestin recruitment, primary screen, cell-based, luminescence, uHTS (AID 1777); KOR beta-arrestin recruitment, luminescence; higher % means a stronger effect; activation, % at 10 µM, or EC50 in µM where a hit was titrated; hit rate 0.02% among 280,000; in the data active means activation above about 50%, passing the limit was not always enough; further: a part of the inactive calls stands beside numbers as strong as those of hits
GPR55 beta-arrestin: selective activators of receptor GPR55 – imaging, U2OS cells, beta-arrestin-GFP redistribution, primary screen (AID 1961) | activation, % at 10 µM; hits with a dose series show EC50 in µM | U2OS GPR55 beta-arrestin-GFP redistribution imaging; higher % means a stronger effect | hit rate 0.048% among 290,000;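 active means activation above 40% with more than 50 cells counted in the well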;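 further: U2OS osteosarcoma cells stably expressing GPR55 and beta-arrestin-GFP; plate controls were DMSO negative control for no effect and LPI positive control for full effect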
Yfh1-depleted yeast: enhancers of respiration in Yfh1-depleted yeast, dose response, Friedreich's ataxia, plus single-dose screen (AID 1465); S. cerevisiae Yfh1-off respiration, WST-1 reduction, 72 h; higher fold induction means a stronger effect; one-dose fold induction at 50 µM; EC50 in µM for titrated hits; hit rate 0.074% among 220,000;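 active means fold induction of absorbance versus untreated yeast above a set limit, then at least 30% activation at any dose in follow-up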;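 further: activators that raise dye reduction in frataxin-depleted yeast; strong numbers were not always called active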
HEK293 NOD2/NF-kB: inhibition of NOD2-driven NF-kB reporter – cell-based, luminescence, uHTS, HEK293 (AID 1566). inhibition, % at 4 µM; hits with a dose series show EC50 in µM. hit rate 0.63% among 290,000. HEK293 NOD2/NF-kB luciferase reporter, luminescence; higher % means a stronger effect; further: many of its hits are not listed in these tables
NOD1 inhibition: NOD1 signaling inhibitors, primary screen, cell-based, luminescence, uHTS (AID 1578); one-dose inhibition, % at 4 µM; EC50 in µM for titrated hits; NOD1-driven NF-kB luciferase reporter cells, luminescence; higher % means a stronger effect; hit rate 1% among 290,000; in the data active means inhibition mostly above about 36%, no sharp cut-off; inactive means mostly below about 34%;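 further: HEK-293T reporter cells stimulated with the NOD1 agonist gamma-tri-DAP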
NTR1 ag cell count 20 µM: second read-out of NTR1 ag, no call of its own (marks repeat the call); cell count; measured here: cell count, cytotoxicity flag
An asterisk follows results filed as active; i = inactive; / = not tested or not shown; [ ] = dose if it differs, or a comment. Unless noted, no stated cut-off is given here; in the data, active means inhibition above about 50%; inactive means the rest.

SMILES	TNAP activators	NTR1 ag	NTR1 ag cell count 20 µM	KOR beta-arrestin-1	ER stress rescue	KOR beta-arrestin-2	GPR55 beta-arrestin	Yfh1-depleted yeast	HEK293 NOD2/NF-kB	NOD1 inhibition
C=C(C)C1CC=C(C)/C(=N\NC(=O)CCC(=O)Nc2ccc(C)c(C)c2)C1 (configuration not stated)	/	8.0	67	6%	/	-1.3%	1.1%	i	-8%	-4%
O=C1C(Cc2ccc(O)cc2)NC(=S)N1c1ccccc1 (configuration not stated)	1	0.7	89	9%	1.5%	0.9%	0.3%	i	10%	5%
Cc1cc(Cl)ccc1N=c1ssnc1Cl	1.2	3.5	40	-53%	-0.7%	5.9%	0.0%	i	8%	39%
CCn1ccnc1CN1CCN(CCC(C)C)C(CCO)C1 (configuration not stated)	1.1	0.9	38	-1%	-0.9%	-3.8%	-0.2%	i	1%	-19%
Oc1oc(-c2ccco2)nc1C=Nc1cccc(Cl)c1	1	1.7	79	6%	-0.1%	6.2%	-0.1%	i	-2%	-17%
COc1cc(C2c3[nH]c4ccccc4c3C[C@H]3C(=O)N(CCO)CC(=O)N23)cc(OC)c1OC (some centres not stated)	/	0.1	46	5%	/	-5.0%	0.4%	/	8%	4%
CC(C)CC(=O)Nc1ccccc1N1CCOCC1	1	-0.6	51	-38%	-1.6%	17%	-0.2%	i	-15%	-2%
CC1(C)CC(=O)C(C(C#Cc2ccccc2)C2=C(O)CC(C)(C)CC2=O)=C(O)C1	1	0.3	45	-23%	-1.4%	-0.8%	0.6%	i	0%	30%
N=c1occ(C(=O)c2cc(F)ccc2O)cc1C(=O)NC1CCCCC1	1	0.7	42	12%	-0.2%	1.7%	0.1%	i	9%	-22%
CC(=O)Oc1cccc(N2C(=O)C3CC=C(Cl)CC3C2=O)c1 (configuration not stated)	1.1	-0.7	46	4%	0.0%	17%	-0.3%	i	17%	-6%
Cc1nc(-c2cccc(NC(=O)COc3ccc(Cl)cc3)c2)cs1	/	13	60	-11%	/	-0.1%	0.3%	/	26%	15%
CN(Cc1c(C(=O)N/N=C/c2cc(F)ccc2F)nnn1-c1nonc1N)C1CCCCC1	/	-0.2	50	-2%	/	6.2%	-0.1%	/	4%	-28%
O=C(Nc1nc2ccccc2[nH]1)c1cc(F)cc(F)c1	/	-1.6	47	28%	/	3.5%	-0.1%	/	/	/
COc1cccc(-c2n[nH]c(=S)n2Cc2ccco2)c1OC	0.8	1.9	62	0%	3.5%	-3.2%	-0.1%	i	-12%	-14%
O=c1oc2ccccc2cc1C1=Nn2c(nnc2-c2cccnc2)SC1	0.9	0.0	68	20%	-0.3%	-2.8%	0.3%	i	-2%	-10%
O=C(O)c1cccc(-n2cccc2C=C2C(=O)c3ccccc3C2=O)c1	0.9	2.1	51	-16%	-4.0%	-1.9%	0.0%	i	8%	-28%
O=C(CSc1nc2ccccc2c(=O)n1-c1ccccc1)N1CCCc2ccccc21	1.1	9.7	54	3%	2.3%	-1.0%	-0.2%	i	14%	-19%
O=C(NNC(=O)c1cccs1)c1ccco1	1.1	1.2	40	-32%[20 µM]	0.9%	/	0.9%	i	-11%	-22%
CCc1sc(NC(=O)COC)nc1-c1ccccc1	1.1	-0.3	63	-2%	-1.4%	0.4%	0.2%	i	-31%	-14%
O=C1NC(=Nc2ccccc2)S/C1=C\c1cccnc1	/	1.5	46	-1%	/	/	0.0%	i	19%	-8%
CN(C1=C(N2CCCCC2)C(=O)c2ccccc2C1=O)c1ccccc1	0.9	7.4	48	-23%	-0.3%	-3.9%	0.1%	i	20%	19%
Cc1nnc(C)n1/N=C/C=C/c1ccccc1	1.1	1.6	51	-10%	-1.8%	-2.6%	0.3%	i	0%	0%
COCc1ccc([C@@H]2C[C@H]3CN(Cc4cccc(Cl)c4)C(=O)[C@]34CCCN24)o1	1	-0.4	69	-12%[20 µM]	-0.3%	/	1.4%	i	-7%	-28%
O=C(Nc1ncn[nH]1)c1c(Cl)ccc(Cl)c1Cl	1	-0.1	49	-6%	-1.3%	5.2%	0.6%	i	12%	27%
C[C@@]12C(=O)N(c3cccc(Br)c3)C(=O)N1[C@H](c1ccc(Cl)cc1)[C@@H]1C(=O)N(C3CCCCC3)C(=O)[C@@H]12	/	13	53	-76%[20 µM]	/	-4.1%	0.9%	/	-41%	11%
(continued)
SMILES	TNAP activators	NTR1 ag	NTR1 ag cell count 20 µM	KOR beta-arrestin-1	ER stress rescue	KOR beta-arrestin-2	GPR55 beta-arrestin	Yfh1-depleted yeast	HEK293 NOD2/NF-kB	NOD1 inhibition
O=C(C1CCCN(S(=O)(=O)c2cnc[nH]2)C1)N1CCN(c2ccc(Cl)cc2)CC1 (configuration not stated)	1.2	-3.0	71	-13%	/	-0.9%	-0.2%	i	9%	-14%
CN(C(=O)Cn1c(=O)oc2cc(S(=O)(=O)N3CCCC3)ccc21)C1CCCCC1	/	0.1	48	12%	/	3.4%	-0.3%	/	14%	-7%
CCCn1c(=O)n(C)c(=O)c2c(SCC(=O)NCc3ccco3)nc(C3CC3)nc21	1	4.3	28	8%	1.2%	0.2%	-0.1%	i	16%	4%
Cc1ccc(S(=O)(=O)NCc2ccc3c(c2)OCO3)cc1C	/	0.3	66	-21%[20 µM]	/	7.8%	0.1%	/	0%	-8%
O=C(Nc1cccc2oc(=O)ccc12)c1ccc([N+](=O)[O-])cc1[N+](=O)[O-]	1.1	2.4	92	10%	1.4%	0.8%	0.4%	i	2%	-10%
Cn1c(=O)[nH]c(=O)c2c1nc(SCCN1CCCCC1)n2CCCc1ccccc1	1.1	0.4	83	24%	-2.5%	7.9%	-0.2%	i	10%	17%
CCOC(=O)N1CCN(C(=O)C2CC(=O)N(c3ccccc3)C2)CC1 (configuration not stated)	/	-0.8	55	-34%	/	6.1%	0.4%	/	-11%	-31%
Cn1c(CN2CCOCC2)nnc1SCC(=O)NC1CCCCC1	1.1	-2.0	98	-2%	-1.3%	-2.0%	-0.3%	i	11%	-7%
COc1ccccc1N1CCN(C(=O)c2ccc(NC3=NC4CS(=O)(=O)CC4S3)cc2)CC1 (configuration not stated)	/	-2.1	85	3%[20 µM]	/	-1.8%	-0.1%	/	8%	12%
O=C(NC1=NCCS1)c1ccc(Cl)c(S(=O)(=O)N2CCc3ccccc32)c1	/	3.8	46	-9%	/	7.4%	0.3%	i	1%	8%
COc1cc(OC)cc(C(=O)N=c2sc3ccccc3n2C)c1	1.1	4.3	45	-282%	-1.8%	4.2%	0.7%	i	-63%	-41%
Cc1ccc(C(=O)N2CCc3ccccc32)cc1[N+](=O)[O-]	/	1.2	49	-19%[20 µM]	/	-3.7%	1.3%	/	-8%	-32%
O=C1NC2(NN1c1ccccc1)C1CC3CC(C1)CC2C3 (configuration not stated)	1.1	-1.2	37	-42%	1.4%	-2.5%	-0.1%	i	-20%	-30%
O=C(NCc1ccco1)/C(=C\c1cccs1)NC(=O)c1ccco1	0.9	0.5	83	18%	-0.4%	0.0%	-0.1%	i	5%	-28%
Cc1cc(C)cc(N=C2SC(CC(=O)Nc3ccccc3)C(=O)N2CCN2CCOCC2)c1 (configuration not stated)	1.1	1.2	55	-10%	-1.5%	-1.8%	0.2%	i	9%	-31%
Cc1cccc(N(C)c2cc(C)nc3ncnn23)c1	1	0.9	62	-7%	-4.0%	-0.7%	-0.2%	/	7%	-6%
CS(=O)(=O)NNC(=O)CN1C(=O)C2C3C=CC(C3)C2C1=O (configuration not stated)	1.1	0.2	45	14%	-8.2%	-2.9%	-0.4%	i	-2%	-35%
Cc1nc(NC(=O)c2ccccc2)sc1C	/	1.9	65	-7%[20 µM]	/	0.8%	-0.2%	/	-63%	-85%
COC(=O)c1ccc(C(=O)OC)c(NC(=S)N2CCCCC2)c1	1.1	-0.7	36	-16%	-2.7%	5.6%	-0.1%	i	15%	7%
COc1ccccc1N1CCN(C(=O)c2cc(-c3cccc(Cl)c3)on2)CC1	1.1	7.0	60	-18%	-1.7%	-4.6%	-0.1%	i	13%	18%
C=CCn1c(=O)c(C(=O)Nc2ccccc2OC)c(O)c2ccccc21	1.1	/	/	-30%	-0.8%	-7.3%	-0.2%	/	17%	-20%
CN(C)c1nc(OCCNC(=O)Nc2ccc(Cl)cc2)nc(N(C)C)n1	1	2.0	56	-16%	-1.1%	4.1%	0.3%	i	-4%	-10%
Cc1cccc(/C(N)=N/OC(=O)Cc2cccc3ccccc23)c1	1.2	0.1	77	8%	-0.8%	-6.9%	-0.1%	i	7%	-21%
O=C(NCC(c1cccnc1)N1CCN(c2ccccc2)CC1)OCc1ccccc1 (configuration not stated)	1	2.0	46	14%	-1.0%	9.8%	-0.3%	i	22%	15%
O=C(NC1CCCCC1)c1cccc(COCC(F)(F)F)c1	1	-3.2	55	-22%	-0.2%	9.5%	-0.4%	i	5%	3%

Part of the list above with just KOR beta-arrestin-2 and NOD1 inhibition.
canonical_smiles	KOR beta-arrestin-2	NOD1 inhibition
O=C(Nc1cccc2oc(=O)ccc12)c1ccc([N+](=O)[O-])cc1[N+](=O)[O-]	0.8%	-10%
Cn1c(=O)[nH]c(=O)c2c1nc(SCCN1CCCCC1)n2CCCc1ccccc1	7.9%	17%
CCOC(=O)N1CCN(C(=O)C2CC(=O)N(c3ccccc3)C2)CC1 (configuration not stated)	6.1%	-31%

Next section.
SMILES	TNAP activators	NTR1 ag	NTR1 ag cell count 20 µM	KOR beta-arrestin-1	ER stress rescue	KOR beta-arrestin-2	GPR55 beta-arrestin	Yfh1-depleted yeast	HEK293 NOD2/NF-kB	NOD1 inhibition
CCC1S/C(=N/N=C/c2ccco2)N(Cc2ccccc2)C1=O (configuration not stated)	/	3.5	42	-21%	/	3.1%	-0.1%	i	-19%	13%
CC(NS(=O)(=O)c1ccc2c(c1)C(=O)c1cc(S(=O)(=O)NC(C)C(=O)O)ccc1-2)C(=O)O (configuration not stated)	/	0.1	78	-8%	/	-2.8%	0.0%	/	-4%	-2%
CCOC(=O)c1oc2c(O)c(O)ccc2c(=O)c1-c1nncn1-c1ccccc1	1	0.3	63	17%	-0.6%	-3.0%	0.0%	i	-4%	-12%
COC(=O)C1=CN(CCCN2CCCC2=O)C=C(C(=O)OC)C1c1cccs1	1.2	0.0	69	-10%	0.5%	5.1%	-0.1%	i	12%	-17%
CCOC(=O)c1c(-c2ccccc2)csc1NC(=O)C1CCCO1 (configuration not stated)	1.1	6.7	52	-9%	3.2%	1.0%	0.3%	i	6%	-18%
Cc1nn(Cc2ccccc2Cl)c2sc(C(=O)NCc3ccc4c(c3)OCO4)cc12	1.1	-0.5	43	1%	-0.2%	-6.9%	-0.1%	i	-36%	-26%
COc1ccc(C)cc1NC(=O)CCNS(=O)(=O)c1cccc(C(F)(F)F)c1	/	2.8	38	-22%	/	0.0%	0.2%	/	-25%	-33%

A portion of the library (hit frequency here may not be typical).
